# From PubChem BioAssay
# aSyn yeast inh: rescues yeast growth from alpha-synuclein toxicity; Yeast expressing alpha-synuclein, growth rescue, BacTiter-Glo, 24 h; Potency, µM (highest dose often 46.1 µM), for inactives: top-dose growth rescue (activation), usual class: activators; 370,000 tested, 0.14% active; note: potency is the fitted concentration of half-maximal effect; % of control where 0% means no effect; nearly all actives have a fitted effect of over 65% in size
#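 Rescue of yeast growth: cells expressing toxic alpha-synuclein, induced in galactose at OD600 0.02, incubated with compound 24 h at 30 C. ATP luminescence quantified growth; inhibitors of toxicity appear as activators.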
# FUS yeast rescue: FUS proteinopathy suppression in yeast; S. cerevisiae FUS-expressing, growth rescue, OD600, 24 h; 390,000 tested, 0.24% active; Potency, µM (doses to about 76.6 µM), without a hit: at the top dose growth rescue (activation), usual class: activators;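 note: potency is the fitted concentration of half-maximal effect; plate controls were DMSO vehicle for no effect and reference control for full effect; nearly all actives have a fitted effect of over 55% in size; some results filed as inactive show a strong effect at the top dose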
#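 FUS-expressing yeast, raffinose-pregrown, induced in 2% galactose minimal medium at OD 0.005; compounds in a dilution series, 24hr at 30C. Growth restoration read as absorbance at 600 nm. CP55940 positive control, DMSO negative.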
# EPAC1 antag: EPAC1 (human) antagonism; AID 720709; EPAC1 GEF assay, Rap1b-BODIPY-GDP exchange fluorescence; O95398; Potency, µM (highest dose often 115 µM), for inactives: at the top dose activity change, negative = inhibition, hits mostly inhibitors; 360,000 tested, 0.14% active;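 note: potency is the fitted concentration of half-maximal effect; plate controls were vehicle for no effect and positive control for full effect; nearly all actives have a fitted effect of over 50% in size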
# IL2 activator: activates IL-2 in a cell-based reporter assay; IL-2 activation reporter assay, cell-based qHTS; stimulated with anti-CD3/CD4/CD28 beads; in transgenic mouse T cells; activation, % (series mostly up to about 46 µM); 360,000 tested, 0.065% active; in the data active = activation above about 50%; inconclusive = mostly about 30% to 49%; note: 0% is about no effect
#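 Unstimulated transgenic mouse T cells; 60-min compound exposure; bead-based TCR/CD4/CD28 stimulation; 18 h culture, 37 degrees C; dual fluorescence (EGFP, DsRed) plate cytometry.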
# WRN inhibitor: WRN helicase (human) inhibition; WRN helicase unwinding, fluorescent forked duplex, kinetic; AID 651768; Potency, µM (doses to about 114 µM), for the others: at the top dose activity change, negative = inhibition, hits mostly inhibitors; 360,000 tested, 0.46% active; note: potency is the fitted concentration of half-maximal effect; % is set by controls: 0 for no effect and ±100 for the full control effect; nearly all actives have a fitted effect of over 55% in size
#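 Fluorescence dequenching readout, ex 525 nm/em 598 nm, kinetic mode: forked duplex DNA (100 nM final) with adjacent fluorophore and quencher unwound by WRN (20 nM final) with 2 mM ATP. Compound preincubation 15 min, room temperature.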
# EPAC1 ag: agonists of human EPAC1; EPAC1 agonist qHTS, biochemical assay; response scale: 100% = response to 6.5 mM cAMP; AID 720707; 360,000 tested, 0.073% active; O95398; Potency, µM (top dose mostly 154 µM), without a hit: at the highest dose activation, actives largely listed as activators; note: potency is the fitted concentration of half-maximal effect; nearly all actives have a fitted effect of over 60% in size
#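 Nucleotide exchange assay: 100 nM EPAC1 with 250 nM Rap1B loaded with BODIPY-GDP and 50 uM GDP, room temperature. Fluorescence (480/540 nm) read every 5 min for 30 min; signal change normalized to 6.5 mM cAMP as full agonist.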
# PLK1 PBD block: blocks phosphopeptide binding to human PLK1 polo-box domain; P53350; Plk1 PBD binding of FITC phosphopeptide, fluorescence polarization; Potency, µM, without a hit: max response, negative = inhibition, usual class: inhibitors; 360,000 tested, 2.8% active; note: potency is the fitted concentration of half-maximal effect; series mostly up to about 57 µM; % is set by controls: 0 for no effect and ±100 for the full control effect; nearly all actives have a fitted effect of over 65% in size
# Target sequence (P53350 whole entry, looked up, the tested form may be a part): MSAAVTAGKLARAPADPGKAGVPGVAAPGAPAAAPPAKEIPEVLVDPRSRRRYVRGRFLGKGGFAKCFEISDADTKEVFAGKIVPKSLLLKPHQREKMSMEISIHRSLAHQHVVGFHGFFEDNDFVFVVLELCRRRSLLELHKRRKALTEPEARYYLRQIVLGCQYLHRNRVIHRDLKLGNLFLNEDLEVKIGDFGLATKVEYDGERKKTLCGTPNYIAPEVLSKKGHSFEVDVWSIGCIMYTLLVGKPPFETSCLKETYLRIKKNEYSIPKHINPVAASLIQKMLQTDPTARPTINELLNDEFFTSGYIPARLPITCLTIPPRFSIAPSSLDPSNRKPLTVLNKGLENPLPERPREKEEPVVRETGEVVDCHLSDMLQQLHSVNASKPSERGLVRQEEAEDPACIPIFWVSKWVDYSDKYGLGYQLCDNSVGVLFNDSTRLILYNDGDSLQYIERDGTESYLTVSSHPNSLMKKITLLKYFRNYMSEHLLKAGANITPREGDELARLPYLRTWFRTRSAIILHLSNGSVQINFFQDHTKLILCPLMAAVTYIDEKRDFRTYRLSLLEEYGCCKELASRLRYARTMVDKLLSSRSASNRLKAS
# Abeta yeast res: compounds reversing amyloid beta toxicity in yeast. 410,000 tested, 0.063% active. Potency, µM (top dose mostly 46.1 µM), inactives show at the top dose growth rescue, actives largely listed as activators. yeast expressing A-beta42, growth rescue, OD600, 48 h; response scale: 0% DMSO, 100% iron-clioquinol control. AID 1347071; note: potency is the fitted concentration of half-maximal effect; nearly all actives have a fitted effect of over 55% in size
#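 Yeast A-beta toxicity model in growth medium with pinned compounds, 48 h at 30 C; growth read as absorbance at 600 nm. Normalized to FeCl3/clioquinol equimolar mix (positive) and DMSO (negative).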
# PI5P4K alpha inh: inhibitors of human PI5P4K alpha; PI5P4Kalpha enzyme, ADP-Glo luminescence, 60 min; active compounds read low; max response, %; 330,000 tested, 1.2% active; AID 652105; active = max response of -50% or lower; inconclusive = between -30% and -50%; inactive = -30% or higher; note: value at the top dose of about 77 µM; % is set by controls: 0 for no effect and ±100 for the full control effect
# Target sequence (P48426 whole entry, looked up): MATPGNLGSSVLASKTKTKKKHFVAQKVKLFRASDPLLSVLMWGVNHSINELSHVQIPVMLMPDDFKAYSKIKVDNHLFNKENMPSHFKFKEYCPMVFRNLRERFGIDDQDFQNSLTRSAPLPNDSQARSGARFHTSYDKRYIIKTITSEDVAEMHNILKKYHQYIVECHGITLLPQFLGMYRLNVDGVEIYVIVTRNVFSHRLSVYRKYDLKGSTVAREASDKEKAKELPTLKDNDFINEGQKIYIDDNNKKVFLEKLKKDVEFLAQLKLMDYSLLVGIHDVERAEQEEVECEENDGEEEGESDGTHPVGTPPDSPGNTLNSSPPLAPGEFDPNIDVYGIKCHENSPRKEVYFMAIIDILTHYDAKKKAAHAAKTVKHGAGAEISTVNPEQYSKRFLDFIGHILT
#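 Single end-point luminescence (ADP-Glo) quantified ADP from PI5P4Kalpha turnover; ATP 5 microM final, 1 h at RT, 0.1% CHAPS and 0.28 mM EGTA in HEPES pH 7.4.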
# An asterisk follows results filed as active; ? = inconclusive; . = not tested or not shown; & = joins results of further samples; [ ] = dose if it differs, or a comment. Unless noted, calls come from the whole dose curve; as a rule, active = well fitted curve in the direction sought with a large enough effect; inconclusive = small, poorly fitted or top-dose-only effect, or another doubt; inactive = no such curve, though single readings can be large; an effect the other way counts as inactive or inconclusive. These rows are one share of the data; the hit share may differ from the screen's.
Structure,PI5P4K alpha inh,aSyn yeast inh,EPAC1 ag,IL2 activator,WRN inhibitor,FUS yeast rescue,PLK1 PBD block,EPAC1 antag,Abeta yeast res
Cc1ccccc1-n1c(/C=C/c2ccccn2)nc2ccccc2c1=O,-3,-1%,7%,-3.0,3%,-13%,-8%,-1%,-6%
CC1=CC2OC3CC4OC(=O)C=CC=CC(C(C)O)OCC(O)C5(C)OC5C(=O)OCC2(CC1O)C4(C)C31CO1 (configuration not stated),-5,1%,4%,-0.6,-30%,.,-14%,2%,5%
COc1cc2cc(C(=O)N3CC(COS(C)(=O)=O)c4ccc(O)cc43)[nH]c2c(OC)c1OC (configuration not stated),-1,7%,-1%,-7.1,-34%,.,-18%,5%,-10%
COc1cccc(-n2c(O)c(C=NCCN3CCOCC3)c(=O)[nH]c2=O)c1,2,-1%,2%,0.7,-2%,3%,-5%,2%,-2%
C#CC[N+]1(C)[C@@H]2CC[C@H]1CC(OC(=O)C(CO)c1ccccc1)C2 (some centres not stated),-6,0%,7%,-0.7,-3%,-29%,-9%,0%,-5%
O=[N+]([O-])c1ccc(-[n+]2c(-c3ccccc3)cc(-c3ccccc3)cc2-c2ccccc2)cc1,-14,-4%,0%,-2.2,-13%,-3%,-5%,-9%,2%
COc1ccccc1N1CCN(C(CNC(=O)Oc2ccccc2)c2cccnc2)CC1 (configuration not stated),0,7%,-7%,-0.7,10%,22%,-14%,10%,-4%
Cc1cc(N2C(=O)C3CCCN3C2c2ccc(Cl)c(Cl)c2)no1 (configuration not stated),10,1%,0%,2.8,-4%,7%,?,-18%,10%
COC(=O)C1=C(c2ccccc2)C[C@@H]2CC[C@H]1N2C(=O)NCCCOC(C)C,3,0%,-1%,2.2,-1%,-8%,-18%,5%,2%
CC(=O)Nc1ccccc1C(=O)OCC(=O)c1ccc2c(c1)OCCO2,-2,-7%,8%,-0.2,1%,3%,-19%,-14%,-7%
CC(C)c1ccc(N2C(=O)NC(=O)/C(=C/C=C/c3ccco3)C2=O)cc1,-66*,-1%,12%,0.7,50µM*,.,0.67µM*,?,?
CCN1C[C@]2(COC(=O)c3ccccc3N)CC[C@H](OC)C34[C@@H]5C[C@H]6[C@H](OC)[C@@H]5[C@](O)(C[C@@H]6OC)[C@@](O)([C@H]13)[C@@H](OC)[C@@H]42,-1,6%,-2%,-1.0,-2%,-19%,1%,7%,9%
NCc1cc(=O)[nH]o1,3,-15%&4%,-12%,0.2,3%,-41%,0%,1%,-6%
O=P(Nc1cccc(Cl)c1)(Oc1ccccc1)Oc1ccccc1,3,22µM*,-6%,-2.5,-7%,21%,8%,-22%,?
CN1C(=O)C[N+]([O-])=C(c2ccccc2)c2cc(Cl)ccc21,6,-2%,2%,0.4,5%,12%,-19%,4%,-5%
NC(=O)CSc1nnc([C@@H](N)Cc2c[nH]c3ccccc23)o1,.,2%,3%,-0.8,3%,24%,2%,6%,17%
O=c1[nH]c2ccccc2n1C1CCN(C(c2cccs2)c2nnnn2-c2ccc3c(c2)OCCO3)CC1 (configuration not stated),-3,20%,11%,-0.2,-5%,11%,0%,1%,-5%
OCCN(CC#CC(O)(c1ccccc1)C1CCCC1)CCO (configuration not stated),-1,0%,-3%,-0.5,-2%,2%,-1%,0%,10%
CCCCCC(=O)N[C@@H](c1ccccc1)[C@@H](O)C(=O)O[C@H]1C[C@@]2(O)[C@@H](OC(=O)c3ccccc3)C3[C@](C)(C(=O)[C@H](O)C(=C1C)C2(C)C)[C@@H](OC1OCC(O)C(O)C1O)C[C@H]1OC[C@@]31OC(C)=O (some centres not stated),6,-1%,-10%,-1.2,-2%,29%,1%,-6%,-1%
O=C1NCN(c2ccccc2)C12CCN(C(c1ccnc3ccccc13)c1nnnn1Cc1ccccc1)CC2 (configuration not stated),0,0%,4%,-0.5,-7%,20%,-15%,1%,-13%
O=C(C(=O)N1CCc2ccccc2C1)c1cn(CC(=O)N2CCCCC2)c2ccccc12,1,1%,-2%,-1.9,-24%,59%,-21%,?,-22%
COc1ccc(OC(=O)N(C)C[C@@H]2OCc3ccccc3-c3c(n(C)c4ccccc34)C(=O)N([C@H](C)CO)C[C@@H]2C)cc1,8,0%,-13%,4.9,3%,?,-13%,-8%,2%
COc1cc(CC(=O)N2C[C@H]3C[C@@H](C2)c2cccc(=O)n2C3)cc(OC)c1OC,7,-1%,-12%,-0.1,6%,-42%,1%,18%,-8%
CN(C)C(=O)Oc1ccc2nnc3ccnn3c2c1,4,-5%,1%,-3.7,-6%,15%,6%,4%,-22%
Clc1ccccc1CN1CCNCC1,-1,-6%,-6%,-0.3,-11%,-7%,-1%,-2%,-23%
COC(=O)C1=C(c2ccc(OC(F)(F)F)cc2)C[C@@H]2CC[C@H]1N2C(=O)NCc1cc(C)oc1C(F)(F)F,5,1%,.,-2.1,-10%,38%,-6%,?,11%
COc1ccc(-n2nc(C(=O)NCC(=O)N3CCC4(CC3)OCCO4)c3ccccc3c2=O)cc1,-8,-1%,6%,-0.5,-5%,-10%,-8%,-4%,-10%
COc1ccc(C(=O)N/N=C/C23CC[C@@H](O)CC2(O)CC[C@@H]2[C@@H]3CCC3(C)C(C4=CC(=O)OC4)CCC23O)cc1 (some centres not stated),-5,3%,3%,-0.6,-10%,15%,-4%,3%,7%
CC1(C)CC(=O)C=C(NCCN2CCN(C(=O)Cc3ccc(Cl)cc3)CC2)C1,-5,4%,7%,-0.2,-15%,-1%,-6%,-5%,16%
CCS(=O)(=O)Nc1cccc(C(=C2CCCCC2)c2cnc[nH]2)c1,0,1%&1%,-24%,-0.1,8%,-31%,1%,3%,-2%

# A draw from above in order of length of the SMILES, largest number first:
Structure,PI5P4K alpha inh,aSyn yeast inh,EPAC1 ag,IL2 activator,WRN inhibitor,FUS yeast rescue,PLK1 PBD block,EPAC1 antag,Abeta yeast res
CC1=CC2OC3CC4OC(=O)C=CC=CC(C(C)O)OCC(O)C5(C)OC5C(=O)OCC2(CC1O)C4(C)C31CO1 (configuration not stated),-5,1%,4%,-0.6,-30%,.,-14%,2%,5%
CC1(C)CC(=O)C=C(NCCN2CCN(C(=O)Cc3ccc(Cl)cc3)CC2)C1,-5,4%,7%,-0.2,-15%,-1%,-6%,-5%,16%
CN(C)C(=O)Oc1ccc2nnc3ccnn3c2c1,4,-5%,1%,-3.7,-6%,15%,6%,4%,-22%

# The listing continues:
Structure,PI5P4K alpha inh,aSyn yeast inh,EPAC1 ag,IL2 activator,WRN inhibitor,FUS yeast rescue,PLK1 PBD block,EPAC1 antag,Abeta yeast res
O=C1NCN(c2ccccc2)C12CCN(C(c1cccc3ccccc13)c1nnnn1C1CCCC1)CC2 (configuration not stated),4,30%,2%,-0.9,-2%,?,-17%,-14%,-15%
CCC1(c2ccccc2)C(=O)NC(=S)NC1=O,15,-1%,2%,-1.8,0%,.,3%,7%,1%
CSCCC(c1nnnn1C(C)(C)C)N1CCC2(CC1)C(=O)NCN2c1ccccc1 (configuration not stated),13,4%,-3%,-0.5,2%,3%,4%,0%,10%
CN(C)c1ccc(C=C2C(=O)NC(=O)NC2=O)cc1,?,-7%,-3%,-0.2,-28%,-5%,3µM*,20%,0%
O=C(c1ccc(C(F)(F)F)cc1)C1CCCN(C2CCSCC2)C1 (configuration not stated),7,2%,-2%,-1.3,1%,5%,3%,1%,13%
CC(C)[C@H]1C(=O)O[C@@H]2CCN3CC=C(COC(=O)[C@](C)(O)[C@]1(C)O)[C@H]23,1,-8%,-5%,-2.8,4%,-14%,0%,17%,-9%
Nc1cnn(-c2ccccc2)c(=O)c1Cl,1,-1%,-4%,-0.5,0%,-10%,6%,4%,6%
N#CC1c2ccccc2-n2nncc2CN1C(=O)CCc1ccccc1 (configuration not stated),4,-2%,-11%,0.5,-7%,-10%,-3%,13%,7%
COc1ccc(C(CNC(=O)CCc2ccsc2)N(C)C)cc1 (configuration not stated),0,1%,5%,-0.6,6%,6%,-11%,6%,8%
CCCCCc1nc2ccccc2c(=O)n1-c1ccc(Cl)cc1[N+](=O)[O-],.,-4%,-6%,-1.1,6%,-2%,-2%,9%,15%
CCCCn1nnnc1C(C1CC1)N1CCC(n2c(=O)[nH]c3ccccc32)CC1 (configuration not stated),-6,-1%,13%,-0.7,6%,8%,-12%,?,-15%
CC(C)CCNC(=O)c1cc(C(=O)c2cc(F)ccc2O)cn(CCC(C)C)c1=O,4,1%,-4%,-0.6,-14%,0%,-7%,?,-15%
Cc1ccccc1-n1c(C)cc(/C=C2/C(=O)NC(=O)N(Cc3ccco3)C2=O)c1C,-30,-3%,18%,1.0,-14%,?,-21%,-17%,-6%
Cc1c(O)ccc(C(=O)CN2CC(C)OC(C)C2)c1O (configuration not stated),0,5%,8%,1.2,-6%,-25%,-10%,-8%,.
CC(=NCc1cccnc1)c1c(O)n(-c2ccc(Cl)cc2)c(=O)[nH]c1=O,5,0%,4%,1.4,2%,17%,-2%,16%,14%
O=C1NC(=O)C2(Cc3ccccc3N3CCOCC32)C(=O)N1c1ccccc1 (configuration not stated),.,0%,0%,-1.3,10%,31%,-9%,-20%,3%
COc1ccc2[nH]c(C)c(CCNCc3cccnc3)c2c1,-4,3%[1.84 µM],19%,-0.3,-3%,18%,-9%,39%[activator],-16%
C=C1CC[C@@]2(O)[C@H]3Cc4ccc(O)c5c4[C@@]2(CCN3CC2CC2)[C@H]1O5,1,-8%,-16%,0.5,-3%,-29%,-16%,-29%,-27%
COc1ccc2c3c([nH]c2c1)C(C)NCC3 (configuration not stated),-18,3%,-7%,-0.3,-30%,13%,-9%,4%,-20%
NCC(=O)c1ccccc1,-5,3%&-1%,-4%,0.4,4%,-46%,-9%,-20%,-6%
